CHT PAM: human CHT allosteric activation | CHT-expressing cells, membrane potential dye, choline EC20; stronger effect = higher value; LV-AA mutant CHT in HEK293 cells | B-score at 10 µM | 310,000 tested, 0.49% active;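 active = initial fluorescence not abnormally high and integrated response B-score, plate-corrected, over 3 SD above library mean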
CHT block: inhibitors of human choline transporter CHT | Q9GZV3 | CHT-expressing cells, membrane potential dye, choline response; stronger effect = lower value | B-score at 10 µM | 310,000 tested, 0.86% active | AID 488975;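 active = B-score over 3 SD under the library average, and starting fluorescence ratio not unusually high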;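 also: choline stimulus applied at its EC90 after an EC20 pre-addition; B-score computed on integrated fluorescence ratio after choline addition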
Calls only; i = inactive. An excerpt. The share of hits here may be higher or lower than overall.

Start of the listing, in advance (2 entries):
nr	structure	CHT PAM	CHT block
1	O=C(O)COC(=O)Cc1ccccc1Nc1c(Cl)cccc1Cl	i	i
2	CC(C)(CO)[C@@H](O)C(=O)NCCC(=O)O	i	i

The whole of this part, from the start:
nr	structure	CHT PAM	CHT block
1	O=C(O)COC(=O)Cc1ccccc1Nc1c(Cl)cccc1Cl	i	i
2	CC(C)(CO)[C@@H](O)C(=O)NCCC(=O)O	i	i
3	O=c1cc[nH]c(=O)[nH]1	i	i
4	Cc1nnc(NS(=O)(=O)c2ccc(N)cc2)s1	i	i
5	CC(C)Cn1cnc2c1c(=O)n(C)c(=O)n2C	i	i
6	COc1nc(C)nc(Cl)c1NC1=NCCN1	i	i
7	CCOc1ccc(S(=O)(=O)N2CCCCCC2)c2ccccc12	i	i
8	C/C=C/C=N\NC(=O)c1ccncc1	i	i
9	NC(=O)NC(CCC(=O)O)C(=O)O (stereo unspecified)	i	i
10	C[C@H](CCC(=O)O)[C@H]1CC[C@H]2[C@@H]3[C@@H](O)C[C@@H]4C[C@H](O)CC[C@]4(C)[C@H]3CC[C@]12C	i	i
11	CC1(C)O[C@H]2CC(=O)OCC23[C@H]2CC[C@@]4(C)[C@H](c5ccoc5)OC(=O)[C@H]5O[C@]54[C@]2(C)C(=O)C[C@@H]13 (stereo partly specified)	i	i
12	CN(C)CCCN1c2ccccc2Sc2ccccc21	i	i
13	Nc1cc(-c2ccncc2)c[nH]c1=O	i	i
14	N=C(N=C(N)N)N1CCOCC1	i	i
15	CCC[C@H](N[C@@H](C)C(=O)N1[C@H](C(=O)O)C[C@@H]2CCCC[C@@H]21)C(=O)OCC	i	i

No new results follow: entries from further up.
nr	structure	CHT PAM	CHT block
2	CC(C)(CO)[C@@H](O)C(=O)NCCC(=O)O	i	i
3	O=c1cc[nH]c(=O)[nH]1	i	i
4	Cc1nnc(NS(=O)(=O)c2ccc(N)cc2)s1	i	i
5	CC(C)Cn1cnc2c1c(=O)n(C)c(=O)n2C	i	i
6	COc1nc(C)nc(Cl)c1NC1=NCCN1	i	i
7	CCOc1ccc(S(=O)(=O)N2CCCCCC2)c2ccccc12	i	i
8	C/C=C/C=N\NC(=O)c1ccncc1	i	i
9	NC(=O)NC(CCC(=O)O)C(=O)O (stereo unspecified)	i	i
10	C[C@H](CCC(=O)O)[C@H]1CC[C@H]2[C@@H]3[C@@H](O)C[C@@H]4C[C@H](O)CC[C@]4(C)[C@H]3CC[C@]12C	i	i
11	CC1(C)O[C@H]2CC(=O)OCC23[C@H]2CC[C@@]4(C)[C@H](c5ccoc5)OC(=O)[C@H]5O[C@]54[C@]2(C)C(=O)C[C@@H]13 (stereo partly specified)	i	i
12	CN(C)CCCN1c2ccccc2Sc2ccccc21	i	i
13	Nc1cc(-c2ccncc2)c[nH]c1=O	i	i
14	N=C(N=C(N)N)N1CCOCC1	i	i
15	CCC[C@H](N[C@@H](C)C(=O)N1[C@H](C(=O)O)C[C@@H]2CCCC[C@@H]21)C(=O)OCC	i	i

New compounds follow:
[16] CC(C)Cc1ccc(C(C)C(=O)O)cc1 (stereo unspecified)
  CHT PAM = i; CHT block = i

[17] O=C1NCC2(CCN(CCc3ccccc3)CC2)O1
  CHT PAM = i; CHT block = i

[18] CN(C)C/C=C(/c1ccc(Br)cc1)c1cccnc1
  CHT PAM = i; CHT block = i

[19] CC(=O)[C@H]1CC[C@H]2[C@@H]3C[C@H](C)C4=CC(=O)CC[C@]4(C)[C@H]3[C@@H](O)C[C@]12C
  CHT PAM = i; CHT block = i

[20] CCCOc1ccccc1-c1nc2n[nH]nc2c(=O)[nH]1
  CHT PAM = i; CHT block = i

[21] C[C@]12CC[C@H]3[C@@H](CCC4=CC(=O)CC[C@@]43C)[C@@H]1CC[C@@H]2C(=O)CO
  CHT PAM = i; CHT block = i

[22] CCOC(=O)C1(CCOc2ccccc2)CCN(Cc2ccc(O)c(Cl)c2)CC1
  CHT PAM = i; CHT block = i

[23] COc1ccccc1OCC(O)COC(N)=O (stereo unspecified)
  CHT PAM = i; CHT block = i

[24] O=C(O)[C@@H]1[C@H]2C[C@H]3c4[nH]c5ccccc5c4CCN3C[C@@H]2CC[C@@H]1O
  CHT PAM = i; CHT block = i

[25] CCCn1ncc(CN2CCCC(C(=O)c3cccc(OC(C)C)c3)C2)c1C (stereo unspecified)
  CHT PAM = i; CHT block = i

[26] COc1cc2nc(N3CCN(C(=O)C4COc5ccccc5O4)CC3)nc(N)c2cc1OC (stereo unspecified)
  CHT PAM = i; CHT block = i

[27] CN1CCC(=C2c3ccccc3CCc3sccc32)CC1
  CHT PAM = i; CHT block = i

[28] O=C1N(c2ccccc2)c2ccccc2C1(Cc1ccncc1)Cc1ccncc1
  CHT PAM = i; CHT block = i

[29] NS(=O)(=O)c1cc2c(cc1C(F)(F)F)NC(Cc1ccccc1)NS2(=O)=O (stereo unspecified)
  CHT PAM = i; CHT block = i

[30] CC(Oc1c(Cl)cccc1Cl)C1=NCCN1 (stereo unspecified)
  CHT PAM = i; CHT block = i

[31] CC(C)Cc1ccc([C@H](C)C(=O)O)cc1
  CHT PAM = i; CHT block = i

[32] Cc1onc(-c2ccccc2Cl)c1C(=O)N[C@@H]1C(=O)N2[C@@H]1SC(C)(C)[C@@H]2C(=O)O
  CHT PAM = i; CHT block = i

[33] c1ccc2c(CC3=NCCN3)cccc2c1
  CHT PAM = i; CHT block = i

[34] Nc1ccc(C(=O)Nc2ccccc2N)cc1
  CHT PAM = i; CHT block = i

Source: PubChem BioAssay (Johns Hopkins Ion Channel Center)
